Bioassay records as filed in PubChem.
Pyk2 oligo antag: Pyk2 (human) oligomerization antagonism; z-score (the deposit names both 25 µM and 10 µM); 99,000 compounds, 0.83% hits; AID 1347419; Q14289; Q293 cells, Pyk2 FERM NanoBiT luminescence; hits give low values;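 active = Z-score of -3 or lower, scaled per plate to the spread of control and sample wells; inactive = z-score above -3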;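 note: negative z-score means lost luminescence so less FERM oligomerization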
Target sequence (Q14289 whole entry, looked up): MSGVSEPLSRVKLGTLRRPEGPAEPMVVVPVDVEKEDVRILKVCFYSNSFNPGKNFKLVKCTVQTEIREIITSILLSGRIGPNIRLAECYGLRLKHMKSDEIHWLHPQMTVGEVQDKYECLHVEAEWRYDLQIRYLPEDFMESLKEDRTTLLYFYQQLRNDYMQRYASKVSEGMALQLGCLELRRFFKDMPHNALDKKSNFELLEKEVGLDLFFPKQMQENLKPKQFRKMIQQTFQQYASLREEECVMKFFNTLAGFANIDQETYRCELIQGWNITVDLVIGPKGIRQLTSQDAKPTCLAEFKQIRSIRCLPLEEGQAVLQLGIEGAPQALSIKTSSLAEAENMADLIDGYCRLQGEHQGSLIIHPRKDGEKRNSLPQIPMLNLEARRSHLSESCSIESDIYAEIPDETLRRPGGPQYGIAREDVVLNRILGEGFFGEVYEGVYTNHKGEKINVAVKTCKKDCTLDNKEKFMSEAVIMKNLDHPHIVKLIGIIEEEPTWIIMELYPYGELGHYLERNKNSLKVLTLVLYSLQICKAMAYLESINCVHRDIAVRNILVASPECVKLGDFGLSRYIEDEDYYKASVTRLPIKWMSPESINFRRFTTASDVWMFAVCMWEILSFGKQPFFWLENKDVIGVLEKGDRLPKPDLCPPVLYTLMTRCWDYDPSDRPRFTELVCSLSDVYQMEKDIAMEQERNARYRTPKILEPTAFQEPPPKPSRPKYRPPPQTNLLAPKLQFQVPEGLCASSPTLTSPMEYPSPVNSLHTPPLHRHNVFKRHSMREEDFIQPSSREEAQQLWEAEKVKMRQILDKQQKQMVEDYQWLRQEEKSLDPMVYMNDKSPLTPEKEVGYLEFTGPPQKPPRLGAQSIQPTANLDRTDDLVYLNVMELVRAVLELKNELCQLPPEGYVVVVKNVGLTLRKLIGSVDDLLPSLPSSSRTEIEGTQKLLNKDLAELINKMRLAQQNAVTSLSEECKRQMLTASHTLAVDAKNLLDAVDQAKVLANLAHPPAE
MT1-MMP txn act: activates MT1-MMP transcription. HT1080 MT1-MMP promoter luciferase reporter, luminescence, overnight; hits give high values. activation factor at 10 µM. 86,000 compounds, 0.16% hits. AID 750;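 active = activation factor of at least 2 for MT1-MMP transcription at 10 µM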
Active calls of the source: *. An excerpt, so the mix of outcomes need not match the whole.

SMILES	Pyk2 oligo antag	MT1-MMP txn act
CC(=O)c1cnc2c(-c3ccc(Cl)cc3)cnn2c1C	-0.64	2.1*
Cc1cccc2cc(CN(Cc3nnnn3C3CCCCC3)C3CCCC3)c3nnnn3c12	0.07	1.3
CC1CC(=S)Nc2ccccc2S1 (centres undefined)	-0.57	1.1
CCn1c(SCC(=O)Nc2cc(NC(C)=O)ccc2OC)nnc1-c1ccccn1	0	1.1
COc1ccc(N2C(=O)C3CCCN3C2c2ccc(F)cc2)cc1Cl (centres undefined)	0.25	1.2
COCCN1C(=O)c2ccccc2C(C(=O)N2CCN(c3ccccn3)CC2)C1c1ccc(F)cc1 (centres undefined)	-0.03	1
COc1ccc(-c2nc(C)sc2CC(=O)O)cc1	0.51	1.1
O=C(NCc1ccco1)C1Cc2ccccc2CN1S(=O)(=O)c1ccccc1F (centres undefined)	-0.26	1.3
CCC(C)NC(=O)CNS(=O)(=O)c1ccc(C)cc1 (centres undefined)	1.2	1.3
COc1cccc2cc(C(=O)N(Cc3ccccc3)CC3CCCO3)c(=O)oc12 (centres undefined)	-0.87	1.1
Cc1ccc(S(=O)(=O)N2CCN(C(=O)CSc3nc4ccccc4c(=O)[nH]3)CC2)cc1	0.05	1.3
CC(=O)C1=C(C)NC(=O)NC1c1cc(Br)ccc1OCC#N (centres undefined)	0.36	1.2
CCNc1nc(NCC)nc(C(=O)NN)n1	-0.13	1.2
CCC(=O)N1CCc2cc(S(=O)(=O)CCC(=O)Nc3ccc(C)c(F)c3)ccc21	0.95	1.1
COCC(C)NC(=O)CCSc1nc(-c2ccc(OC)cc2)cc(C(F)(F)F)n1 (centres undefined)	-0.05	1.2
Cc1ccc(SCC(=O)Nc2cccnc2)cc1	1.6	1.6
CC(C)NC(=O)c1cc2ccccc2o1	0.47	1.1
COCCn1c(SCC(=O)Nc2nc3ccccc3s2)nnc1-c1ccoc1C	-0.88	1.1
O=C(c1ccco1)N1CCN(C(=O)c2ccc(COc3ccc(Cl)cc3Cl)o2)CC1	0	1.2
CC1Cc2ccccc2N1Cc1cc(=O)n2ccsc2n1 (centres undefined)	-0.44	1
CSc1nc(-c2ccccc2)nn1C(=O)c1ccco1	0.36	1.3
O=C(NCCCCCCNC(=O)C1CCCC1)C1CCCC1	-0.01	1.2
O=C(Nc1ccc(-c2nc3cc(Cl)ccc3o2)cc1)C1CCCO1 (centres undefined)	-0.4	0.9
COc1c(F)c(F)c(-c2csc(N)n2)c(F)c1F	0.93	1.1
O=C(Cc1ccccc1)Nc1c(C(=O)N2CCCCCC2)cnn1-c1ccccc1	0.55	1.2
CCOCC(=O)Nc1nc2ccccc2s1	-0.85	1.8
COc1ccc(Cc2nnc(N)s2)cc1OC	0.25	1.2
CCCCCn1nc(C)c(/C=N\NC(=O)c2cc(C)oc2C)c1C	0.64	1.3
O=C(NCc1cccs1)Nc1ccc(Cl)cc1	-0.96	1.5
Cc1[nH]c2ccccc2c1C(=O)CSc1nncn1C	0.09	1.2
Cc1ccc(CN(C(=O)c2ccco2)C(C(=O)NC2CCCC2)c2ccc(N3CCOCC3)cc2)cc1 (centres undefined)	0.48	1
Cc1c(C(=O)N2CCOCC2)oc2ccc(S(=O)(=O)N3CCCC3)cc12	-0.06	1
CCc1nc2ccccc2n1Cc1ccc(OC)c(OC)c1	0.41	1
Cc1cccc(NC(=S)NNC(=O)CCn2nc(C)c([N+](=O)[O-])c2C)c1	-0.17	1.2
COC(=O)c1cccc(NC(=O)c2cnoc2C)c1	0.24	1
COCn1c(-c2ccc(OC)cc2)nc2ccccc21	0.14	1.9
CC(C)C(=O)N1CCN(c2ccc(NC(=O)c3cccs3)cc2)CC1	-1.1	1.1
CC(OC(=O)c1snc(C(=O)NC2CCCCC2)c1N)C(=O)NC(C)(C)C (centres undefined)	1.9	1
COCCNC(=O)C(c1ccc(C)o1)N(Cc1ccc(F)cc1)C(=O)Cn1nnc2ccccc21 (centres undefined)	0.71	1.2
COc1cccc(CNc2ccc(F)c(Cl)c2)c1O	-0.44	1.8
Cc1ccnc(SCCn2c(N3CCC(C)CC3)nc3c2c(=O)n(C)c(=O)n3C)n1	0.03	1.2
O=c1c2c3c(sc2ncn1/N=C/c1ccccc1)CCCC3	1.1	1.6
Cc1cc(-c2ccccc2)nc2cc(C(=O)N(Cc3ccccc3)Cc3ccccc3)nn12	-2.4	1.3
O=C(c1cccc(F)c1F)N1CCCC1	0.11	1.1
CNCCCc1[nH]nc(N)c1C#N	-0.14	1.1
Cc1sc(NC(=O)C2CCCO2)c(C(N)=O)c1C (centres undefined)	1.6	1
C=CCn1c(SCC(=O)Nc2nc(C)cs2)nnc1C(NC(=O)c1ccccc1)C(C)C (centres undefined)	0.64	1.4
COc1ccc2c(=O)c3c(=O)n(Cc4ccco4)c(C(C)C)nc3oc2c1	-1.2	0.9

Reprinted from the part before: two entries; new compounds follow.
SMILES	Pyk2 oligo antag	MT1-MMP txn act
C=CCn1c(SCC(=O)Nc2nc(C)cs2)nnc1C(NC(=O)c1ccccc1)C(C)C (centres undefined)	0.64	1.4
COc1ccc2c(=O)c3c(=O)n(Cc4ccco4)c(C(C)C)nc3oc2c1	-1.2	0.9
COCCOc1nc2ccccc2nc1C	0.85	1.1
CCn1c(SCC(=O)N2CCC(C(N)=O)(N3CCCCC3)CC2)nnc1-c1ccccc1	0.78	1
COc1ccc(CN(C(=O)CSc2nnc(-c3c[nH]c4ccccc34)o2)c2ccc(F)cc2)cc1OC	-4.2*	1.7
Nc1nnnn1/N=C/c1cccc(OCc2ccccc2Cl)c1	0.82	1.2
Cc1ccc(CC2SC(=O)NC2=O)cc1Cl (centres undefined)	2.2	1
Cc1ccc(NC(=O)CSc2nnc(CN3CCOCC3)n2-c2ccccc2)cc1	0.25	1.3
CC(=O)CSc1nnc(-c2ccc3c(c2)OCO3)o1	0.62	0.8
Cc1csc(SCc2nc3sc4c(c3c(=O)[nH]2)CCC4)n1	0.49	0.9
CN1CCN(C2=C(Cl)C(=O)C(c3cnc(N4CCCCC4)s3)=C(Cl)C2=O)CC1	0.49	1
Cc1cc(C)c(S(=O)(=O)N(C2=NCCS2)S(=O)(=O)c2c(C)cc(C)cc2C)c(C)c1	-1	1
COc1cc(C(=O)NCc2cn3ccccc3n2)cc(OC)c1OC	0.08	1.1
CNC(=O)c1[nH]cnc1C(=O)Nc1ccccc1OC	-0.47	1.3
Cc1ccc(C(c2nnnn2CS(=O)(=O)c2ccc(C)cc2)N2CCN(c3ncccn3)CC2)cc1 (centres undefined)	-2.4	1.2
Cc1ccc(-n2nnnc2-c2cnn(-c3ccc(F)cc3)c2C(F)(F)F)cc1	-0.92	1.2
CCNc1nc(Oc2ccc(C(=O)OC)cc2)nc(N(C)C)n1	1.5	1.2
CCOC(=O)N1CCN(C(=O)CCSc2ccc(Cl)cc2)CC1	0.7	1.3
CCOc1ccccc1-n1c(CNc2ccc(F)cc2)nnc1SCC(=O)NCc1ccco1	0.03	1.1
Cc1ccc(NC(=O)CS(=O)CC(=O)N(c2ccc(C)cc2)C(C)C(=O)NC2CCCCC2)cc1 (centres undefined)	-1.1	1.1
CCOC(=O)C1=C(C)Nc2nnnn2C1c1cccc(OC)c1OC (centres undefined)	-0.86	1.2
Nc1ccccc1-c1nnn(CC(=O)N2CCCc3ccccc32)n1	-0.79	1.3
Cc1ccc(NC(=O)c2cc(-n3cnnc3)ccc2Cl)cc1	0.45	1.2
CC(=O)Nc1ccc2c(c1)ncn2C1CCCCC1	0.02	1.2
O=Cc1c(Sc2ccccn2)nc2ccccn2c1=O	-0.44	1.1
Clc1ccc2nc(C3CCN(Cc4nnnn4C4CCCCC4)CC3)[nH]c2c1	0.63	1.1
Fc1cccc(-c2oncc2-c2nnnn2-c2ccc(Cl)cc2)c1	-2.2	1.2
COC(=O)N/N=C/c1ccc([N+](=O)[O-])o1	0.27	1.2
CC(=O)c1cc2c(cc1NC(=O)CN1CCN(c3cccc(C(F)(F)F)c3)CC1)OCO2	-0.9	1.2
CCCN1C(=O)/C(=C/c2ccc(C)s2)NC1=S	-1.5	1.1
CC1(C)CC(=S)Nc2ccccc2S1	0.42	1.1
CC(=O)c1cc2c(=O)c3ccccc3oc2nc1C	0.11	1.7
CC(C)c1nnc(SCC(=O)NCc2ccc3c(c2)OCO3)n1C	0.51	1.1
CNc1ccc(Br)cc(C(=O)/C=C/c2cccc(OC)c2OC)c1=O	0.02	1.7
Cc1ccc(C(=O)Nc2sc3c(c2C#N)CCCCC3)cc1C	0.11	2.3*
Cc1nc2ccccn2c1C(=O)Nc1ccc2c(c1)OCCO2	-0.65	1.2
CC(C)c1ccc2c(c1)C1(NN=C(c3ccccc3)S1)C(=O)N2 (centres undefined)	-1.3	1.5
CC(C)C1OC2c3cccc4cccc(c34)C2N1c1ccccc1 (centres undefined)	0.32	1.1

A stretch taken from the entries so far:
SMILES	Pyk2 oligo antag	MT1-MMP txn act
CC(=O)Nc1ccc2c(c1)ncn2C1CCCCC1	0.02	1.2
O=Cc1c(Sc2ccccn2)nc2ccccn2c1=O	-0.44	1.1
Clc1ccc2nc(C3CCN(Cc4nnnn4C4CCCCC4)CC3)[nH]c2c1	0.63	1.1
Fc1cccc(-c2oncc2-c2nnnn2-c2ccc(Cl)cc2)c1	-2.2	1.2
COC(=O)N/N=C/c1ccc([N+](=O)[O-])o1	0.27	1.2
CC(=O)c1cc2c(cc1NC(=O)CN1CCN(c3cccc(C(F)(F)F)c3)CC1)OCO2	-0.9	1.2
CCCN1C(=O)/C(=C/c2ccc(C)s2)NC1=S	-1.5	1.1
CC1(C)CC(=S)Nc2ccccc2S1	0.42	1.1
CC(=O)c1cc2c(=O)c3ccccc3oc2nc1C	0.11	1.7
CC(C)c1nnc(SCC(=O)NCc2ccc3c(c2)OCO3)n1C	0.51	1.1
CNc1ccc(Br)cc(C(=O)/C=C/c2cccc(OC)c2OC)c1=O	0.02	1.7
Cc1ccc(C(=O)Nc2sc3c(c2C#N)CCCCC3)cc1C	0.11	2.3*
Cc1nc2ccccn2c1C(=O)Nc1ccc2c(c1)OCCO2	-0.65	1.2
CC(C)c1ccc2c(c1)C1(NN=C(c3ccccc3)S1)C(=O)N2 (centres undefined)	-1.3	1.5
CC(C)C1OC2c3cccc4cccc(c34)C2N1c1ccccc1 (centres undefined)	0.32	1.1

Next section
SMILES	Pyk2 oligo antag	MT1-MMP txn act
Cc1cc(NC(=O)C(=O)NCCN2CCN(C(=O)c3cccs3)CC2)ccc1Br	-0.94	1.2
COc1ccc(CNc2oc(C)nc2C#N)cc1	-0.78	1.2
CC(C)(C)CC(=O)Nc1ccc(C(N)=O)cc1	1.2	1.2
C=CCNc1sc(C(=O)c2cccs2)c(N)c1C#N	-0.32	0.9
CC(C)CCn1c(-c2nonc2N)nc2ccccc21	-0.51	1.4
COC(=O)c1sccc1NC(=O)c1sccc1C	0.24	1
Cc1ccc(-n2ncc3c(N4CCCC4)ncnc32)c(C)c1	0.3	1.7
CCCN1CNC(=S)N(c2cc(C)ccc2C)C1	0.09	1.1
COc1cccc(NC(=O)N2CCC(N3CCCCC3)CC2)c1	0.43	1
Cc1cc(C)n(CC(O)Cn2cnc3c2c(=O)n(C)c(=O)n3C)n1 (centres undefined)	0.37	1.2
Cc1ccc(C)c(NC2=NC3(CCCCC3)N=C(N)N2)c1	0.24	1.2
O=C(NCc1ccccn1)C1CCN(S(=O)(=O)N2CCC3(CC2)OCCO3)CC1	0.57	1.4
CC(C)(C)n1nnnc1C(c1ccc(Cl)cc1)N(Cc1cccnc1)Cc1ccco1 (centres undefined)	-0.84	1.3
CN1CCC(C2(O)c3ccccc3CSc3sccc32)CC1 (centres undefined)	0.27	1.2
Cc1ccc(C(=O)CSc2nnc(-c3ccccc3)o2)cc1	-0.35	1.2
O=C(O)CN1CCN(Cc2ccccc2Cl)C1=O	-0.03	1.1
Cc1ccccc1-c1nc(-c2ccc(NC(=O)c3ccc(Br)o3)cc2)no1	-0.41	1.6
COCCCNc1ncnc2sc3c(c12)CCC(C)C3 (centres undefined)	-0.04	1.3
Cc1nn2c3ccccc3n(CCN3CCCCC3)c2nc1=O	0.82	1.3
O=C1OCCC1Sc1ncnc2sc3c(c12)CCC3 (centres undefined)	0.05	1
Cc1ccc(C(=O)NCCc2nnc(SCC(=O)Nc3nc(-c4ccccc4)cs3)n2C)cc1	1.6	1.3
CCCCn1c(/N=C/c2ccc(N(C)C)cc2)nc2ccccc21	1.1	1.2
CC(=O)c1cc(-c2ccc(F)cc2)n(CCC(=O)Nc2cc(C)[nH]n2)c1C	0.37	1.2
COC(=O)C1=C(C)NC(=O)CC1c1ccccc1 (centres undefined)	-0.45	1.2
CC1CCN(CC(=O)N2c3ccccc3CCc3ccccc32)CC1	1.6	1
CC(C)CN1CCC(C(=O)NCC2CCCO2)CC1 (centres undefined)	-0.1	1
CCN(CC)CC(C)CNC(=O)CC(C(=O)N1CCc2ccccc21)n1ccnc1 (centres undefined)	0.23	1
CSc1c(C#N)c(N)c(C#N)c2c1COC(C)(C)C2	0.13	1
CC1Cc2ccccc2N1C(=O)CSc1nnc2c(n1)[nH]c1ccc(F)cc12 (centres undefined)	-0.7	1.1
CCc1nc(NC(C)C)c2oc3ccccc3c2n1	0.05	1
CCOc1ccccc1C(=O)N(Cc1ccccc1)Cc1cc2cc3c(cc2[nH]c1=O)OCCO3	-0.02	1.2
CC1=NN(/C(=N\c2nnc(C)s2)Nc2ccccc2)[C@H](c2ccc(C)cc2)S1	-0.52	1.1
CC(C)CCNC(=O)C(c1ccncc1)N(Cc1cccs1)C(=O)Cn1nnc(-c2ccc(F)cc2)n1 (centres undefined)	0.57	1.4
c1csc(-c2nc3ccccc3[nH]2)c1	-0.08	1.8
Cn1c(NC(=O)c2ccc(Cl)s2)cc(=O)n(C)c1=O	2.1	1.1
O=S1(=O)CC(O)C(Nc2ccc(Cl)cc2)C1 (centres undefined)	1.2	1.1
CCCCNC(=O)C1(c2ccc(OC)cc2)CCOCC1	1.1	1.1
